Screening results deposited in PubChem BioAssay by The Scripps Research Institute Molecular Screening Center.
ARFGAP1 inhibitor: inhibits rat ARF GTPase activating protein 1; Q62848; Arfgap1-stimulated ARF1 GTP hydrolysis, GDP FP detection; inhibition, % at 16.5 µM; 0.26% of 360,000 active;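 active = inhibition above a per-plate limit, mean inhibition of low control wells plus 3 SD, cut at about 25% in these data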;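 note: 0% = DMSO wells with enzyme and 100% = wells lacking Arfgap1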
Target sequence (Q62848 1-136 limits assumed): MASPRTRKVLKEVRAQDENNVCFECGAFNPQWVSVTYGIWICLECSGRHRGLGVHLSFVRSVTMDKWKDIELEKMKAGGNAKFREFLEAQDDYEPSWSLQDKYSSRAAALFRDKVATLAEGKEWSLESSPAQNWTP
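Material: rat Arfgap1 GAP domain (His6, aa 1-136), purified enzyme. Also added: human ARF1(Δ1-17)-GTP substrate. Compound dosing: 16.5 µM single point, 1.26% DMSO. Timing: enzyme reaction 120 min at 25 °C after 20 min preincubation. Signal: GDP detection by fluorescence polarization. Read-out basis: percent inhibition of GAP-stimulated GDP formation, scaled between DMSO and no-Arfgap1 medians.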
ASAP1 GAP inh: inhibitors of human ASAP1 ArfGAP activity | Q9ULH1 | ASAP1-stimulated ARF1 GTP hydrolysis, GDP FP detection | inhibition, % at 16.5 µM | 0.19% of 360,000 active | AID 624377; in the data active = inhibition above about 25%;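 note: 0% = vehicle with enzyme and substrate and 100% = no enzyme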
PLC-gamma1 inh: blocks human PLC-gamma1 enzyme activity | P19174 | purified PLC-gamma1, fluorogenic substrate, fluorescence | inhibition, % at 12.2 µM | 0.84% of 370,000 active; in the data active = inhibition above about 9.5%
LEDGF integ inh: blocks HIV-1 LEDGF/p75-dependent DNA integration | TR-FRET IN-LEDGF/p75 DNA integration, Eu/Cy5 | inhibition, % at 3.7 µM | 0.64% of 370,000 active;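 active = inhibition above the screen-wide mean plus 3 SD, cut at about 13% in these data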;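 note: signal is the Cy5 over europium emission ratio at 671 and 618 nm; 0% = plate median of compound wells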
Tn6 DDE FP: disrupts Tn6 cyclic peptide binding to fibrin D-Dimer-E complex | P02675 | Fibrin DD(E) TRITC-Tn6 fluorescence polarization displacement | inhibition, % at 8.3 µM | 0.21% of 370,000 active | AID 720509;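 active = inhibition above a per-campaign cutoff: mean of compounds within control limits plus 3 SD, cut at about 15% in these data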;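 note: 0% = median of all compound wells on the plate and 100% = blocking peptide control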
ADAM17 inh: ADAM17 inhibition, QFRET primary screen; P78536; recombinant ADAM17, EDANS/DABCYL FRET peptide cleavage; inhibition, % at 6.95 µM; 0.83% of 370,000 active;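 active = inhibition above the mean of compounds lying between control limits plus 3 SD, set per campaign, cut at about 8.5% in these data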;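 note: 0% = DMSO-only wells as the low control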
Target sequence (P78536 215-824 limits assumed): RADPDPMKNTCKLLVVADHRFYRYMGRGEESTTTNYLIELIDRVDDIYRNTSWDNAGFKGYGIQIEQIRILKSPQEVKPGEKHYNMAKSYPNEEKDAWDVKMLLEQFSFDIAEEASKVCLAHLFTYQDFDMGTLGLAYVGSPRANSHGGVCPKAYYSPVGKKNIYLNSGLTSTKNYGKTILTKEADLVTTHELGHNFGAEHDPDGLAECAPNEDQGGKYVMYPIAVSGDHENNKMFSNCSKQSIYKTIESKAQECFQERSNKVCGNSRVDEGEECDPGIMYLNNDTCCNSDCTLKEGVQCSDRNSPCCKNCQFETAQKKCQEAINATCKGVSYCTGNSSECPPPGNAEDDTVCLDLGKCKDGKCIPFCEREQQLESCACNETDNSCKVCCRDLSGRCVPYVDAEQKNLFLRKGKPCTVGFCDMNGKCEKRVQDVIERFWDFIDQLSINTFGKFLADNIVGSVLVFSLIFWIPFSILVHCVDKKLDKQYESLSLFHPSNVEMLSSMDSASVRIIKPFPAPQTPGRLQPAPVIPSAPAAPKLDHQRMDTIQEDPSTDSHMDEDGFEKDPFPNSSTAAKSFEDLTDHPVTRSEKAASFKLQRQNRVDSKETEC
TDP2 absorb: TDP2 (human) inhibition, absorbance primary screen; O95551; recombinant TDP2, T5PNP hydrolysis, p-nitrophenol absorbance 415 nm; inhibition, % at 12.8 µM; 0.34% of 370,000 active; AID 720702;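 active = inhibition above the mean of all tested compounds plus 3 SD, set per campaign, cut at about 25% in these data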;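 note: 0% = DMSO with enzyme and 100% = buffer with substrate but no TDP2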
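Assay system: recombinant human TDP2 / Reagent: T5PNP substrate at 5 mM, a TopII-DNA adduct mimic / Measured by: epi absorbance from released p-nitrophenol / Evaluation: % inhibition relative to enzyme-containing and enzyme-free wells / Control set: enzyme-free and DMSO wells / Replicates: each compound tested once, singlicate / Schedule: enzyme reaction with compound for 2 h at 37 °C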
ADAM10 inh: inhibitors of human ADAM10. inhibition, % at 7 µM. 0.62% of 370,000 active. recombinant ADAM10, EDANS/DABCYL FRET peptide cleavage, 3 h. AID 720582;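 active = inhibition above a per-campaign cutoff equal to the mean of compounds falling between control-based bounds plus 3 SD, cut at about 20% in these data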;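 note: 0% = DMSO wells while the 100% control is not disclosed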
KLK7 zymogen act: proKLK7 (human) activation, primary screen; purified proKLK7, EDANS-DABCYL substrate fluorescence; 100% is mature enzyme control, 0% vehicle; activation, % at 7 µM; 0.9% of 370,000 active; P49862;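 active = activation above the mean of all tested compounds plus 3 SD, computed per campaign excluding outliers beyond control limits, cut at about 13% in these data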
Target sequence (P49862 whole entry, looked up): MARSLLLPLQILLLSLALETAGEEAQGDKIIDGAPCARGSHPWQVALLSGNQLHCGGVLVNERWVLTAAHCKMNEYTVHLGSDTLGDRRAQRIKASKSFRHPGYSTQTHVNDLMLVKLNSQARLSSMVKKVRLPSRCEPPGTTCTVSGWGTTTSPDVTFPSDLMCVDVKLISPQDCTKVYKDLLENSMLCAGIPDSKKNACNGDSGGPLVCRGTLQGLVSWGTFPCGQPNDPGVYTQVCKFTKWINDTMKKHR
DDE Tn7 FP inh: disrupts Tn7 cyclic peptide binding to fibrin D-Dimer-E complex; P02675; FP displacement of FITC-Tn7 peptide from fibrin DD(E); 0% = median of compound wells per plate; inhibition, % at 8.3 µM; 0.13% of 370,000 active; AID 720508;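 active = inhibition above the mean of compounds falling within the control limits plus 3 SD of them, cut at about 14% in these data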;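 note: 0% = plate median of compound wells and 100% = 10 µM Aha-Tn7 peptide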
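Assay system: Human fibrin DD(E) protein | Medium: Tris buffer with calcium and detergent, pH 7.8 | Reagent: 0.1 µM fluorescent Tn7 | Compound dosing: Single point at 8.3 µM | Times: 10 min preincubation, 3 h with tracer, room temperature | Detection: Fluorescence polarization of the labelled Tn7 tracer | Controls: Aha-Tn7 high control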
An asterisk follows results filed as active; i = inactive; · = no result given.

SMILES	ARFGAP1 inhibitor	ASAP1 GAP inh	PLC-gamma1 inh	LEDGF integ inh	Tn6 DDE FP	ADAM17 inh	TDP2 absorb	ADAM10 inh	KLK7 zymogen act	DDE Tn7 FP inh
COC(=O)C/C(C)=N/Nc1ccc(S(=O)(=O)N2CCCC2)cc1[N+](=O)[O-]	-2	-7	0	0	7	1	-5	5	-0.2	6
COc1ccc(NC(=O)NCc2ccncc2)cc1	-7	2	2	1	10	-2	7	9	0.0	3
Cc1ccc(NC(=O)Nc2ccccc2C(N)=O)cc1	5	-2	-10	-1	8	-16	6	-22	1.3	11
Nc1nc(C(c2ccccc2)c2ccccc2)cs1	-1	-1	3	0	8	8.7*	-13	20	0.1	-5
Cc1cc(C)cc(NC(=O)C2CCN(S(C)(=O)=O)CC2)c1	-2	1	3	2	-7	-6	-13	-2	-0.9	6
COc1ccc(NC(=O)C(=O)NCCN2CCN(C(=O)C(c3ccccc3)c3ccccc3)CC2)cc1	5	-2	-4	-3	3	-4	-1	-5	0.6	6
O=C1NC(=Nc2ccccc2)S/C1=C\c1cccn1-c1ccccc1	-18	-8	0	0	8	2	8	9	0.1	-2
C[C@H](N)C(=O)N1CCC(C(=O)N[C@@H](Cc2ccccc2)C(=O)Nc2ccc(F)cc2)CC1	1	9	4	-2	3	1	-1	-9	-0.4	-11
Cc1cccc(C)c1NC(=O)CN1CCNCC1	-4	-7	2	2	4	-3	1	-3	0.4	-8
CNC(=O)n1ccc(C(=O)N2CCCCC2)n1	12	6	9.5*	4	0	7	-12	8	0.1	-4
O=C(NCCS(=O)(=O)N1CCN(c2ccc(F)cc2)CC1)c1ccc2c(c1)OCO2	11	-10	-1	3	-4	-2	6	0	0.0	-4
O=C(CSc1cc(Cl)ccc1Cl)N/N=C/c1ccc[nH]1	·	·	1	-2	-1	-1	6	1	·	2
Cc1ccc(S(=O)(=O)N2CCCCC2)cc1	2	7	9	2	-2	-4	2	5	0.7	4
COc1ccc(NC(=S)N2CCN(C/C=C/c3ccccc3)CC2)cc1OC	6	1	2	0	0	-1	-2	8	0.0	-5
O=C(O)c1cc(S(=O)(=O)NCCCN2CCCC2=O)ccc1Cl	11	-7	5	3	1	5	-8	2	-0.2	-5
CCOc1ccc(CCNC(=O)CS(=O)Cc2nc(-c3ccc(OC)cc3)oc2C)cc1OCC (centres undefined)	3	-9	0	1	-4	-2	10	4	-0.1	1
CCN(CC)S(=O)(=O)c1ccc(OC)nc1	2	3	0	1	1	2	-1	4	0.4	1
Cc1cc(=O)oc2cc3c(cc12)OCCN3	-6	0	i	-8	7	i	-8	i	67*	7
O=C(O)CCc1nnc(SCC(=O)Nc2ccc(Cl)c(C(F)(F)F)c2)[nH]c1=O	0	0	-4	0	5	-4	4	-1	-0.4	6
Cn1c(=O)cc(OCCCC(=O)Nc2ccc3c(c2)OCCO3)c2ccccc21	-2	2	-2	-1	2	-1	1	1	0.5	-4
COCCCNC(=O)Cn1cc(/C=C(\C#N)C(=O)N2CCN(c3ccccc3)CC2)c2ccccc21	0	-7	-2	1	-4	-2	-8	-5	-0.3	-14
CC(=O)NCC1(c2ccccc2)CCN(CC2COc3ccccc3O2)CC1 (centres undefined)	4	1	3	-2	1	-6	7	-8	-0.7	4
O=C(C1COc2ccccc2O1)N1CCN(c2nc3ccccc3s2)CC1 (centres undefined)	4	14	-3	0	-10	3	7	1	-0.3	2
COc1cccc(CNC(=O)[C@@H]2CCCN2C(=O)[C@@H]2CCCN2)c1	13	5	1	0	2	-6	-5	-15	-0.5	-2
S=C(NCCc1ccccc1)Nc1ccc(Cl)cc1	4	4	0	-2	-6	1	1	0	-0.1	2
SMILES	ARFGAP1 inhibitor	ASAP1 GAP inh	PLC-gamma1 inh	LEDGF integ inh	Tn6 DDE FP	ADAM17 inh	TDP2 absorb	ADAM10 inh	KLK7 zymogen act	DDE Tn7 FP inh
CC(C)Nc1nc(NC(C)C)nc(N(C)C(N)=O)n1	13	16	2	-2	-5	-1	3	-3	0.6	2
CCN1CN(Cc2ccccc2)CNC1=S	-9	-1	4	0	2	1	9	2	-0.5	11
CN(c1ccccc1)S(=O)(=O)c1nnc(NC(=O)COc2ccccc2F)s1	-13	-4	-4	2	4	-4	7	-3	-0.1	-1
Cc1nc(SC2CC(=O)N(c3ccccc3)C2=O)nc2c1CCCC2 (centres undefined)	7	14	2	2	-5	3	-10	3	0.4	-2
COC(=O)C1=C(C)N(Cc2ccccc2)C(=NCc2ccc(OC)cc2)N[C@H]1c1ccccc1	12	-4	-1	2	-8	-3	-4	0	0.2	-1
Fc1ccc(CN2CCN(c3ncnc4scc(-c5ccccc5)c34)CC2)cc1	4	-2	1	2	-1	1	14	4	0.3	-2
CCOC(=O)N1CCN(C(=O)COC(=O)c2cc(C)ccc2C)CC1	-13	6	2	3	7	-2	-4	-12	-0.5	3
COc1cc(C(=O)ONC(=O)c2ccc(OC(F)F)cc2)cc(OC)c1OC	-9	-14	-8	3	-6	-1	5	7	-0.2	-7
COC(=O)c1ccccc1S(=O)(=O)NC(=O)[C@H]1O[C@@H](n2ccc(=O)[nH]c2=O)[C@H](O)[C@@H]1O	-1	2	3	1	-1	1	-2	-7	-0.2	-5
CC1=CC(C)(C)C(C(=O)O)C(C(=O)O)C1 (centres undefined)	-1	-10	0	-1	-4	-5	6	-8	0.1	-3
COc1ccc(CCNC(=O)CNC(=O)Cn2ccc3ccccc3c2=O)cc1OC	3	4	1	4	-4	-4	13	-6	0.5	-4
Cc1cccc(OC(C)C(=O)Nc2ccc3c(c2)OCCO3)c1 (centres undefined)	10	-1	-3	2	-5	1	6	-9	-0.1	6
COc1cc2c(cc1OC)/C(=C/C(=O)c1ccc(C)cc1)NCC2	-1	-1	-68	3	-5	-14	9	-37	2.3	-2
O=C(c1ccco1)N1CCN(S(=O)(=O)c2cccs2)CC1	0	-13	2	0	-1	1	-7	1	-0.5	2
CS(=O)(=O)N(CC(=O)N1CCCCCC1)c1ccc(Br)cc1	2	-4	1	-3	-7	6	-8	-1	-0.1	1
Cc1ccc(CN2CCNC(=O)C2CC(=O)N2CCN(c3ncccn3)CC2)o1 (centres undefined)	-3	-5	-2	-1	6	-10	1	-22	0.3	-2
COc1ccccc1Nc1nc(-c2ccccc2)nc2ccccc12	4	9	-235	0	-4	-27	-1	-119	-5.8	-1
CCCc1cc(C(=O)N/N=C/c2ccc(CC)s2)c2ccccc2n1	6	10	-6	-2	-1	-2	-3	3	-0.3	2
COc1ccc(-c2cc(C(=O)N(C)Cc3ccccc3)c3ccccc3n2)cc1	-6	-11	i	4	-7	-408	-6	i	-61	-7
COc1ccc(-c2noc(N3CCC(C(=O)NCCCN4CCC(C)CC4)CC3)n2)cc1	2	-4	4	-3	-4	-5	-1	-16	-0.5	6
O=C(N1CCCCC1)N1CCN(c2ccc(Cl)cc2)CC1	4	-2	1	-3	-3	-1	5	6	0.5	-4
O=C1NC(=O)C2(CCC(C(=O)O)C2)N1 (centres undefined)	-4	-8	9	2	-8	1	-7	8	0.3	-3
CCn1c(SCC(=O)N(C)c2c(N)n(Cc3ccccc3)c(=O)[nH]c2=O)nnc1-c1cccs1	23	-11	-2	2	-2	2	1	-2	-0.1	-9
COc1ccc(CCNC(=O)c2cc(-c3cc(Cl)ccc3O)n[nH]2)cc1OC	5	15	-3	-6	-13	-2	-6	9	0.2	1
N/C(=N\OC(=O)c1csnn1)c1ccc(C(F)(F)F)cc1	10	7	-3	-1	-2	1	-5	-3	-0.2	0

Single records, as listed above. Screens in order: ARFGAP1 inhibitor | ASAP1 GAP inh | PLC-gamma1 inh | LEDGF integ inh | Tn6 DDE FP | ADAM17 inh | TDP2 absorb | ADAM10 inh | KLK7 zymogen act | DDE Tn7 FP inh
Record of COc1ccc(CCNC(=O)c2cc(-c3cc(Cl)ccc3O)n[nH]2)cc1OC → 5 | 15 | -3 | -6 | -13 | -2 | -6 | 9 | 0.2 | 1
Record of O=C(c1ccco1)N1CCN(S(=O)(=O)c2cccs2)CC1 → 0 | -13 | 2 | 0 | -1 | 1 | -7 | 1 | -0.5 | 2

(more compounds)
SMILES	ARFGAP1 inhibitor	ASAP1 GAP inh	PLC-gamma1 inh	LEDGF integ inh	Tn6 DDE FP	ADAM17 inh	TDP2 absorb	ADAM10 inh	KLK7 zymogen act	DDE Tn7 FP inh
CCN(Cc1ccncc1)Cc1nc(-c2ccc(C(=O)OC)cc2)no1	-6	0	-5	-1	1	0	-3	-2	0.4	2
C#CCNC(=O)C1=C[C@H](c2ccc(C(F)(F)F)cc2)C[C@H](OCc2ccc(CO)cc2)O1	17	-9	-4	-5	6	-3	1	-2	0.1	5
COc1cc(-c2noc(C)c2/C=C/c2ccc(N)cc2)cc(OC)c1OC	-5	6	-38	-1	-1	2	3	-2	0.9	-10
CC1CCCC(NC(=O)CCNC(=O)c2ccccc2Cl)C1C (centres undefined)	-2	-19	-2	-1	-6	-4	2	-6	0.4	2
O=C(Nc1ccc(N2CCOCC2)cc1)c1ccc2ncsc2c1	9	-3	-3	3	2	-10	-3	-19	-0.1	5
CC(C)n1nnnc1SCC(=O)N1CCOCC1	10	10	5	2	-3	-1	-8	5	0.6	0
O=C(OCC#CCSc1nnc(-c2ccc(Br)cc2)o1)c1ccco1	2	14	-3	0	0	0	-2	-3	0.1	-1
CCOc1ccc2nc(/N=C/c3c(C)[nH]n(-c4ccccc4)c3=O)sc2c1	0	-14	4	2	6	0	35*	-3	0.0	2
O=C(N/N=C/c1ccccn1)c1cc(-c2ccccc2)nc2ccccc12	-2	-5	-2	5	-5	1	-12	7	-0.6	-6
COc1ccc(C2CC(=O)Oc3cc(O)ccc32)cc1 (centres undefined)	-4	2	-3	-3	-2	-4	-14	-19	-0.3	1
CCCc1cc(=O)oc2c3c(cc(OCC(=O)N[C@@H](CSC)C(=O)O)c12)OC(C)(C)CC3	-1	0	i	6	12	i	2	i	32*	0
CC1CCc2onc(C(=O)O)c2C1 (centres undefined)	3	5	4	-2	-4	-2	3	-5	0.3	-3
O=C1CCN(Cc2ccccc2)S(=O)(=O)c2ccccc21	0	-7	3	-3	4	-2	-8	4	-0.3	4
COc1ccc(C2C3=C(CC(c4ccco4)CC3=O)Nc3ccccc3N2C(C)=O)cc1 (centres undefined)	-7	1	-76	3	-9	-15	-1	-34	1.6	-5
CNC(=O)C(=O)NCC1OCCN1S(=O)(=O)c1ccc(C)cc1 (centres undefined)	5	7	1	7	-4	1	9	1	0.3	-7
